EP2 antag: human EP2 receptor antagonists, primary screen, TR-FRET cAMP, C6 glioma cells; Prostaglandin E2 receptor EP2 subtype (Homo sapiens), P43116; C6 glioma cells expressing human EP2; cells stimulated with saturating PGE2; inhibition, % at 25 µM; actives 0.52% (n = 260,000);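 active means percent inhibition above 40 after rounding to a whole number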;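 further: rat C6 glioma host cells with rolipram phosphodiesterase inhibitor present; the protocol text gives 20 µM as final concentration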
Target sequence (P43116 whole entry, looked up): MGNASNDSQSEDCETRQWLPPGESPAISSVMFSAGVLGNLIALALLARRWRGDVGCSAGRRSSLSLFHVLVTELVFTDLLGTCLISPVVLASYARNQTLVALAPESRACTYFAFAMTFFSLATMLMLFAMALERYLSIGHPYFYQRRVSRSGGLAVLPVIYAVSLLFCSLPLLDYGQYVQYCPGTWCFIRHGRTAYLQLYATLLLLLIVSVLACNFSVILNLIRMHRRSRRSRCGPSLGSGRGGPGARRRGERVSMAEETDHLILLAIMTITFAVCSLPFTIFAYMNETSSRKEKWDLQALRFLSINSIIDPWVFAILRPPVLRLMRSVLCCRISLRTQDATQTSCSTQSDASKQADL
Starred values were filed as active, the others as inactive. These rows are one share of the data. The share of hits here may be higher or lower than overall.

SMILES | EP2 antag
N#CC(=NCCO)C1=C(O)c2ccccc2C1=O | 12
Cc1cc2c(cc3c(=O)n(CC(N)=O)nc(C)n32)s1 | 11
COc1cccc(-c2ocnc2C(=O)Nc2ccccc2NC(=O)c2ccccn2)c1 | 7
COc1ccc2nc(SCC(=O)N3CCN(c4ccccc4)CC3)c(C#N)cc2c1 | 7
C=CCOc1ccccc1C1C(C(=O)OCC)=C(C)NC(C)=C1C(=O)OCC | 7
O=C(CN1CCC(c2nc3ccccc3s2)CC1)Nc1cccc2ccccc12 | 15
CCNC(=S)N(CCN1CCOCC1)Cc1cc2cc(C)ccc2[nH]c1=O | 5
O=C(O)c1ccc(C(=O)c2ccccc2C(=O)O)cc1C(=O)O | 12
c1ccc(CCn2nnnc2CN2CCN3CCCC3C2)cc1 (configuration not stated) | 5
CCCC(c1nnnn1C1CCCCC1)N(CCc1ccccc1)Cc1cc2cc(C)ccc2[nH]c1=O (configuration not stated) | 9
CC1=NNC(=S)NC(C)(C)C1 | 11
Cc1cccc(NC(=O)CSc2nc3sc(C)c(C)c3c(=O)[nH]2)c1 | 16
Cc1cc2cc(CN(CCc3ccccc3)Cc3nnnn3C3CCCCC3)c(=O)[nH]c2cc1C | 10
CCc1ccc2[nH]c(=O)c(CN(CC3CCCO3)C(=S)NC3CCCCC3)cc2c1 (configuration not stated) | 10
O=C(CSc1nnc2ncccn12)N1c2ccccc2Sc2ccc(Cl)cc21 | 13
Cc1cc(C)cc(SCc2noc(C(=O)NCCC(C)C)c2C(=O)NCCC(C)C)c1 | 13
c1cncc(-c2cc(-c3cc(-c4cccnc4)n[nH]3)[nH]n2)c1 | 15
Cn1c(=O)c2c(nc(Cl)n2CC#N)n(C)c1=O | 11
COc1ccc(OC)c(NC(=O)CSc2nc3ccc(OC)cc3cc2C#N)c1 | 12
CNC(=S)N1CCN(c2ncnc3c(-c4ccc(F)cc4)nsc23)CC1 | 21
Cc1sc2nc(SCC(=O)Nc3ccc(OCc4ccccc4)cc3)n(C)c(=O)c2c1C | 7
COc1ccccc1NC(=S)N(CCO)Cc1cc2cc(C)c(C)cc2[nH]c1=O | 12
Cc1cccc(N(CC(=O)NC2CCCC2)C(=O)c2snc(C(=O)NC3CCCCC3)c2N)c1 | 20
Cc1sc2nc(C(C)C)n3c(SCC(=O)Nc4ccc5c(c4)OCO5)nnc3c2c1C | 8
COc1ccc(CN(Cc2cc3ccc(C)cc3[nH]c2=O)C(=S)NC2CCCCC2)cc1 | 12
Cc1cc(C)c(S(=O)(=O)N(C)CC(=O)N2CCc3ccccc3C2)c(C)c1 | 7
Cc1ccc(C)c2[nH]c(=O)c(CN(CCc3ccccc3)C(c3nnnn3C(C)(C)C)C(C)C)cc12 (configuration not stated) | 10
CCN(CC)C(=O)C1CCN(Cc2ccccc2OC)CC1 | 10
COc1cc(C2/C(=C(/O)c3ccc(Cl)cc3)C(=O)C(=O)N2CCCN(C)C)ccc1O (configuration not stated) | 14
Cc1ccc(Cn2c(CCNc3nc(-c4ccc(C)cc4)cs3)nc3cc(C(=O)NCCCO)ccc32)cc1 | 13
CCC(c1nnnn1Cc1ccco1)N(Cc1cc2cc(C)ccc2[nH]c1=O)C1CCCCC1 (configuration not stated) | 5
O=C(Nc1ccc(S(=O)(=O)Nc2cccc(C(F)(F)F)c2)cc1)c1ccco1 | 7
CCC(c1nnnn1C1CCCCC1)N(Cc1cc2ccc(C)c(C)c2[nH]c1=O)CC1CCCO1 (configuration not stated) | 9
O=C(NCc1nc2ccccc2[nH]1)C1=C[C@H](C2CCCCC2)C[C@H](OCCCCO)O1 | 11
COC(=O)c1sc(NC(=O)COc2cc(C)ccc2C(C)C)c(C#N)c1C | 11
CC1CCCCN1C(=O)CSc1nc2ccccc2c(=O)[nH]1 (configuration not stated) | 11
CN1CC=C(/C=C/c2ccc(N(C)C)cc2)CC1 | 19
COCCCn1c(SCC(=O)Nc2ccc(OC)cc2OC)nnc1-c1ccncc1 | 5
COc1ccc(N2CCN(C(c3cc(OC)c(OC)c(OC)c3)c3nnnn3C(C)(C)C)CC2)cc1 (configuration not stated) | 9
CCOc1ccc2[nH]c(=O)c(C(c3nnnn3C(C)C)N3CCC(C)CC3)cc2c1 (configuration not stated) | 10

Six compounds drawn at random from the list so far, as already listed:
SMILES | EP2 antag
CCOc1ccc2[nH]c(=O)c(C(c3nnnn3C(C)C)N3CCC(C)CC3)cc2c1 (configuration not stated) | 10
N#CC(=NCCO)C1=C(O)c2ccccc2C1=O | 12
CCc1ccc2[nH]c(=O)c(CN(CC3CCCO3)C(=S)NC3CCCCC3)cc2c1 (configuration not stated) | 10
Cc1cccc(NC(=O)CSc2nc3sc(C)c(C)c3c(=O)[nH]2)c1 | 16
CC1=NNC(=S)NC(C)(C)C1 | 11
O=C(Nc1ccc(S(=O)(=O)Nc2cccc(C(F)(F)F)c2)cc1)c1ccco1 | 7

Carrying on.
SMILES | EP2 antag
COC(=O)c1c(NC(=O)C2CCCCC2)sc(C(=O)Nc2ccccc2OC)c1C | 5
O=c1[nH]c2cc3c(cc2cc1CN(C1CCCC1)S(=O)(=O)c1ccc2c(c1)OCCO2)OCO3 | 7
COc1cc(C2Nc3c(Cl)cc(Cl)cc3C3C=CCC32)cc(OC)c1OC (configuration not stated) | 11
COc1ccc(-c2nc3ccccc3[nH]2)cc1OC | 8
CC(C)(C)CN1C(=O)C(=O)NC[C@@H]1CCCCN | 9
Cc1[nH]c2c(C)cccc2c1CC(=O)NC1CCCN(C)C1 (configuration not stated) | 8
O=C(Cn1nc(C(c2ccccc2)c2ccccc2)oc1=O)N1CCCC1 | 4
CC1Cc2cc(C(O)CN3CCC4CCCCC4C3)ccc2N1S(C)(=O)=O (configuration not stated) | 6
Cc1nc2cc(F)ccc2n1C1CCN(C(=O)C23CC4CC(CC(C4)C2)C3)CC1 | 13
CNC(=S)N(Cc1ccc(F)cc1)Cc1cc2cc3c(cc2[nH]c1=O)OCO3 | 15
COc1ccc(NC(=O)CSc2nnc(-c3ccc(C)cc3)n2C)cc1 | 16
CCc1ccc(-n2c(SCC(=O)N(CC)CC)nnc2-c2ccncc2)cc1 | 12
CCCOc1cc2oc(=O)c3c(c2cc1Cl)CCC3 | 12
Cc1cc(C)c2cc(CN(Cc3cccnc3)C(=S)Nc3ccc(F)cc3)c(=O)[nH]c2c1 | 8
Cc1nn(C)cc1C(=O)N1CCC2(CC1)NC(=O)c1ccccc1O2 | 3
CCOC(=O)C[C@H]1c2ccccc2S(=O)(=O)N1Cc1ccc(Cl)cc1 | 16
CNC(=O)Cc1nc2ccccc2n1CC(=O)Nc1cc(OC)cc(OC)c1 | 7
COc1ccc(CN(Cc2cnc(N(C)C)nc2)CC2CCCO2)cc1OC (configuration not stated) | 9
Cc1c(C(=O)NCc2nc(-c3ccccc3)no2)oc2c(C)cccc12 | 6
O=C1OCCN1c1c(-c2ccccc2)c(N2CCOCC2)nc2ccccc12 | 11

Some of the entries so far, as labelled records.
Cc1cc(C)c2cc(CN(Cc3cccnc3)C(=S)Nc3ccc(F)cc3)c(=O)[nH]c2c1
  EP2 antag = 8
COC(=O)c1c(NC(=O)C2CCCCC2)sc(C(=O)Nc2ccccc2OC)c1C
  EP2 antag = 5
CCc1ccc(-n2c(SCC(=O)N(CC)CC)nnc2-c2ccncc2)cc1
  EP2 antag = 12

Taken from above.
EP2 antag, `O=C1OCCN1c1c(-c2ccccc2)c(N2CCOCC2)nc2ccccc12` → 11
EP2 antag, `CCc1ccc(-n2c(SCC(=O)N(CC)CC)nnc2-c2ccncc2)cc1` → 12
EP2 antag, `Cc1nn(C)cc1C(=O)N1CCC2(CC1)NC(=O)c1ccccc1O2` → 3
EP2 antag, `COc1ccc(-c2nc3ccccc3[nH]2)cc1OC` → 8
EP2 antag, `CC(C)(C)CN1C(=O)C(=O)NC[C@@H]1CCCCN` → 9
EP2 antag, `CCOC(=O)C[C@H]1c2ccccc2S(=O)(=O)N1Cc1ccc(Cl)cc1` → 16

Further records.
SMILES | EP2 antag
COc1ccc(/C(O)=C2/C(=O)C(=O)NC2c2cccnc2)cc1OC (configuration not stated) | 14
COc1ccc(-n2nc3ccc(NC(=S)NC(=O)c4ccccc4OC)cc3n2)cc1 | 13
CCS(=O)(=O)N1CCCC(c2nc3c(nnn3Cc3cc(C)ccc3C)c(=O)[nH]2)C1 (configuration not stated) | 8
CCn1c(SCC(=O)Nc2cccc(OC)c2)nnc1-c1cccs1 | 10
Cc1ccc2cc(C)c3nnc(SCC(=O)Nc4ccccc4)n3c2c1C | 15
CC1(C)CC(=O)C2=C(C1)Nc1[nH]n(-c3ccccc3)c(=O)c1C2c1ccco1 (configuration not stated) | 6
CCN(CC)CCNc1nc2c(c(=O)[nH]c(=O)n2C)n1CCCc1ccccc1 | 10
Cn1c(SCC(N)=O)nc2c1c(=O)n(Cc1ccccc1Cl)c(=O)n2C | 10
COCCN1C(=O)C(=O)/C(=C(\O)c2ccc(OC)cc2)C1c1ccc(OC)c(OC)c1 (configuration not stated) | 15
CC(C)Cc1cc(C(=O)N2CCn3cnnc3C2)no1 | 11
CC1CCCCC1NC(=O)C1CCCN(S(=O)(=O)c2ccc(-n3cnnn3)cc2)C1 (configuration not stated) | 8
Cc1nn(Cc2ccccc2)c(C)c1CN(Cc1ccc2c(c1)OCO2)CC(C)O (configuration not stated) | 3
C=CCN(C(=O)c1csnn1)C(C(=O)NCc1ccccc1)c1cccs1 (configuration not stated) | 12
CCc1nn(CC(=O)N2CCC(C)CC2)c(=O)c2cc3occc3n12 | 0
CC(C)C(=O)N1CCCc2cc(C(O)CN3CCN(c4ccccc4)CC3)ccc21 (configuration not stated) | 5
Cn1c(=O)[nH]c(=O)c2c1ncn2CC(=O)N1C2CCC1CC(c1ccc(F)cc1)C2 (configuration not stated) | 3
O=c1[nH]c(Nc2ccccn2)cc2ccccc12 | 19
C#C[C@]1(O)CC[C@H]2[C@@H]3CCC4=Cc5oncc5C[C@]4(C)[C@H]3CC[C@@]21C | 26
O=C(NCc1ccc2c(c1)OCO2)[C@H]1C=CCN1C(=O)c1ccc(F)cc1 | 1
CCc1ccc(N(C(=O)c2csnn2)C(C(=O)NC2CCCC2)c2ccncc2)cc1 (configuration not stated) | 11
Cc1cccc(N2CCN(CC(=O)Nc3sc4c(c3C#N)CCCC4)CC2)c1C | 3
Nc1c(C(=O)Nc2ccc(N3CCOCC3)cc2)sc2nc3ccccc3cc12 | 14
O=C(CSc1nc(COc2ccccc2)nc2sc3c(c12)CCCC3)N1CCCC1 | 18
COc1ccc(Nc2nc(NCCO)nc(N3CCOCC3)n2)cc1 | 3
CCCC1c2cccn2CCN1C(=O)c1nc(-c2ccc(F)cc2)oc1C (configuration not stated) | 0
CCOC(=O)c1cnc2ccc(F)cc2c1NCCCN1CCOCC1 | 11
CCc1ccc2nc(SCC(=O)Nc3nc(C)c(C)s3)c(C#N)cc2c1 | 5
O=C(NCc1ccco1)C1CC(c2ccccc2Cl)=NO1 (configuration not stated) | 6
CCOC(=O)C[C@H]1c2cc(F)ccc2S(=O)(=O)N1Cc1ccc(OC)cc1 | 8
C=CCn1c(N)nc2c1c(=O)n(C)c(=O)n2C | 8
COC1CCC(C(=O)N2CCC(O)(c3ccccn3)CC2)CC1 (configuration not stated) | 4
Cc1ccc(C)c2[nH]c(=O)c(C(c3nnnn3C3CCCC3)N3CCc4ccccc43)cc12 (configuration not stated) | 10
CN(C(=O)Cn1c2ccccc2c(=O)c2ccccc21)c1nc2c(s1)CCc1occc1-2 | 5
Cc1ccc(-c2nc(CNC(=O)C3(C)CC(c4ccccc4)=NO3)no2)cc1 (configuration not stated) | 5
CC1=[N+](CC(=O)c2ccc(C)cc2)CCn2cccc21 | 11
Cc1ccc(CN2C(=O)C(C)(C)Oc3ccc(C(=O)NC4CC4)cc32)cc1 | 11
COc1ccc(CCN2C(=O)C(O)=C(C(=O)c3ccco3)C2c2cccc(O)c2)cc1OC (configuration not stated) | 12
Cc1ccc2[nH]c(=O)c(CN(CC3CCCO3)C(c3nnnn3Cc3ccccc3)C(C)C)cc2c1 (configuration not stated) | 17
O=C(Nc1cccc(Cl)c1)N(Cc1cc2cc3c(cc2[nH]c1=O)OCCO3)C1CCCC1 | 4
CC(Sc1nc(=O)cc(N)n1-c1ccccc1)C(=O)Nc1cccc2ccccc12 (configuration not stated) | 11
CCc1ccccc1NC(=S)N(Cc1ccco1)Cc1cc2ccc(C)c(C)c2[nH]c1=O | 9
Cc1cc(C)c2cc(C(c3nnnn3Cc3ccccc3)N3CCN(C)CC3)c(=O)[nH]c2c1 (configuration not stated) | 8
Cc1cccc2cc3c(N)c(C(=O)Nc4ccc5c(c4)OCO5)sc3nc12 | 12
O=S(=O)(NC1CCCC1)c1ccc(S(=O)(=O)N2CCN(C3CCCC3)CC2)cc1 | 6
Cc1cccc(C2(O)CCN(CC(O)c3ccc4c(c3)OCCO4)CC2)c1 (configuration not stated) | 4
CCc1ccc(N(CC(=O)NCc2ccc3c(c2)OCO3)S(C)(=O)=O)cc1 | 10
Cn1c(N2CCC(C(=O)NCCN3CCOCC3)CC2)nc2ccccc21 | 5
Cc1nn(Cc2ccc(Cl)c(Cl)c2)c(C)c1[N+](=O)[O-] | 5
Cc1cc2c(cn1)C(CCC#N)(CCC#N)c1ccccc1-2 | 11
CC1=C[C@@H](C)[C@@H](c2ccccc2)OC1=O | 1
CC(C)(C)NC(=O)CSc1nc(O)c(Cc2ccccc2F)c(=O)[nH]1 | 11
CCOC(=O)CNC(=O)CSc1nc2ccc(OCC)cc2cc1C | 7
NC(=O)C1=C[C@@H](c2ccccc2)C[C@@H](OCCCCO)O1 | 4
COCCNC(=O)c1cc2c(=O)n3ccccc3nc2n(Cc2cccnc2)c1=N | 10
Cn1c(N2CCC(C(=O)NC3CCc4ccccc43)CC2)nc2ccccc21 (configuration not stated) | 9
CC1Cc2ccccc2N1C(=O)Cn1nc(-c2ccoc2)oc1=O (configuration not stated) | 8
COc1ccc(-n2nc3ccc(NC(=O)c4ccc5c(c4)OCO5)cc3n2)cc1 | 9
Cc1[nH]nc2c1C(c1ccc(-c3cccc(Cl)c3)o1)C(C#N)=C(N)O2 (configuration not stated) | 33
Cc1ccc(C(C(=O)NC2CCCC2)N(C(=O)c2csnn2)c2ccc(Cl)cc2)o1 (configuration not stated) | 12
